Screening results from PubChem BioAssay.
FLuc stim CS = affects firefly luciferase, flagging false hits in luciferase stimulation screens; P08659; ATPlite luciferase biochemical, luminescence, 10 min; 0 = ATP-free wells, 1 = DMSO control; activation factor at 10 µM; 200,000 tested, under 10 active; AID 1027;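 active means luciferase activation factor, scaled between plate controls, of at least 2 with compound at 10 µM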
Target sequence (P08659 whole entry, looked up): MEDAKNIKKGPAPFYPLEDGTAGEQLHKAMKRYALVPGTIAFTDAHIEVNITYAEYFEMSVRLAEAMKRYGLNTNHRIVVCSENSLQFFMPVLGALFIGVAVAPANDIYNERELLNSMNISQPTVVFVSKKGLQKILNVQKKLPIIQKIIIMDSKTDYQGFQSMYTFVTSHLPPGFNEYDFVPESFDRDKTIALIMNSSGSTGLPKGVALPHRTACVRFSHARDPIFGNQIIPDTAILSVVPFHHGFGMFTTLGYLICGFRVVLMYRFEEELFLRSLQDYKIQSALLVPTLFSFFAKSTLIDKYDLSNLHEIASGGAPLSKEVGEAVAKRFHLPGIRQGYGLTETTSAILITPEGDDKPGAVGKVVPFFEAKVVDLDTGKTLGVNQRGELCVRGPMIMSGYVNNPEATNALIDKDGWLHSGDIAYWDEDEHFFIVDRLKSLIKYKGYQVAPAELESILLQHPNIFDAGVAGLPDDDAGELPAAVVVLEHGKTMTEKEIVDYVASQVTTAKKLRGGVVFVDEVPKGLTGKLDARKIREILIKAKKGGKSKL
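Material: luciferase plus luciferin reagent, cell-free. Medium: PBS buffer for ATP. Also added: ATP substrate, dispensed from a 10.24 µM working solution in PBS. Doses: test compounds dosed from 2 mM stocks in 100% DMSO. Incubation: 10 min post-reagent at room temperature. Technique: light output (luminescence). Read-out basis: luminescence gain marking luciferase activators.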
APP 5'UTR act = APP 5'UTR luciferase reporter activation; activation, % at 2 µM; 1% of 190,000 active; SH-SY5Y APP 5'UTR luciferase reporter, luminescence; zero percent = DMSO vehicle wells;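 active means activation above a set limit, based on mean plus 3 SD of controls, cut at about 140% in these data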; further: values of inactives mirror those of a sister screen read the other way
G6PDH CS = inhibits Leuconostoc G6PDH, flagging false hits in G6PDH-based assays; Purified L. mesenteroides G6PDH, diaphorase/resazurin coupled fluorescence, 45 min; inhibition, % at 5 µM; 0.12% of 200,000 active; in the data active means inhibition above about 50%
APP 5UTR inh = APP translation inhibition | SH-SY5Y APP 5'UTR-luciferase reporter, luminescence | inhibition, % at 2 µM | 0.82% of 190,000 active;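 active means inhibition above a set limit, derived from the sample mean plus 3 SD, cut at about 45% in these data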; further: values of inactives mirror those of a sister screen read the other way
STAT1 act = STAT1 signaling activation | activation (% of control), % at 5.5 µM | AID 932 | 2.6% of 200,000 active | NIH 3T3 STAT1-luciferase reporter, IFN-gamma, luminescence; 100% = IFN-gamma alone, no compound;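 active means activation above the screen-wide mean activation plus 3 SD, cut at about 130% in these data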;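 further: raw ratio to IFN-gamma control signal so 100% means no change and 0% no light; values of inactives mirror those of a sister screen read the other way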
Diaph act CS = counter-screen for diaphorase-based assays: diaphorase activators and chemical reducers. Diaphorase/resazurin coupled assay, resorufin fluorescence, 16 min; active compounds read high; 1 = vehicle wells, 0 = NADH-free wells. AID 1229. 0.005% of 190,000 active. activation factor at 20 µM;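 active means diaphorase activity raised at least twofold by the compound at 20 µM; inactive means activation factor below 2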
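Material: Clostridium kluyveri diaphorase, purified enzyme; Quantity: enzyme 0.07 U/mL final; Medium: HEPES pH 7.4 buffer with MgCl2 and Tween 20; Dosing: single compound dose of 20 µM, 1% DMSO final; Schedule: 16 min reaction at room temperature; Measured by: red resorufin fluorescence at 544/590 nm excitation/emission.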
FLuc inh counter = Photinus pyralis luciferase inhibition counter-screen | P08659 | inhibition, % at 10 µM | 1.5% of 200,000 active | ATPLite firefly luciferase biochemical luminescence, 10 min | AID 1006;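 active means inhibition above about 50% when tested at 10 µM, limit read from the data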
TLR4 MyD88 comp = TLR4-MyD88 interaction inhibition in cells | HeLa CL3-4 TLR4/MyD88 BLA complementation, FRET ratio | inhibition, % at 8.4 µM | 0.18% of 200,000 active | AID 861; in the data active means inhibition above about 25%;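 further: 0% = vehicle and 100% = reference inhibitor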
Diaph inh CS = diaphorase inhibition or chemical oxidation counter-screen | diaphorase resazurin-to-resorufin fluorescence, NADH, 16 min; bacterial (C. kluyveri) enzyme, not human | inhibition, % at 20 µM | 0.69% of 190,000 active | AID 1217;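 active means primary screen inhibition at 20 µM above a set limit, cut at about 50% in these data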;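 further: plate controls were DMSO with full reaction for no effect and wells lacking NADH for full effect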
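material = Clostridium kluyveri diaphorase enzyme | amount = 0.14 U/mL diaphorase, enzyme working solution | schedule = incubation 16 min, room temperature | detection = fluorescence of resorufin formed from resazurin, Ex 544/Em 590 nm | benchmarks = positive control minus NADH, DMSO neutral control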
NF-kB expr up = compounds increasing NF-kB expression in human neuronal cells; fold change at 12.5 µM; 1.6% of 190,000 active; NF-kB reporter expression; active compounds read high; AID 1239; in the data active means fold change above about 3.3
* hit, by the source's call; . = no result given.

Each structure is followed by: FLuc stim CS, APP 5'UTR act, G6PDH CS, APP 5UTR inh, STAT1 act, Diaph act CS, FLuc inh counter, TLR4 MyD88 comp, Diaph inh CS, NF-kB expr up
CCc1c(C)[nH]n(-c2nc(-c3cccc([N+](=O)[O-])c3)cs2)c1=O
    0.9, -15, -5, 15, 108, 1.1, 15, 1, -8, 1.1
COc1cnc(-c2ccccn2)nc1Sc1ccccc1Cl
    1, ., 16, ., 100, 1.1, -4, -6, -6, 0.53
O=S1(=O)C=C(SCCN2CCCC2)c2ccccc21
    1, 4, 7, -4, 93, 0.9, -2, 2, 7, 1.6
O=c1c2cc([N+](=O)[O-])ccc2nc(CN2CCN(c3ccccn3)CC2)n1-c1ccccc1F
    1, 11, 7, -11, 93, 1, -1, -10, 4, 1.1
Cc1cc(C)c(NC(=O)c2ccccc2C(=O)c2ccccc2)c(C)c1
    1.1, 13, -1, -13, 96, 0.9, -10, 2, 12, 1.3
CCOc1ccccc1-c1cc(C(=O)N/N=C/c2ccc(O)c(OC)c2)c2ccccc2n1
    1, 11, -2, -11, 101, 1, -5, 0, 2, 2
O=C(/C=C\Nc1ccccc1Br)c1ccc2c(c1)OCO2
    0, 148*, 7, -148, 24, 1, 97*, -4, -4, 6*
Cn1c(SCC(=O)N2c3ccccc3CCc3ccccc32)nnc1-c1cc2ccccc2cc1O
    1, -3, -22, 3, 96, 0.9, -3, -5, 10, 1.1
O=C(NC(NC(=O)c1ccccc1)c1ccccc1)c1ccccc1
    1.1, -6, -9, 6, 98, 0.9, -6, -10, 6, 1.2
C=CCNC(=O)CN(c1ccc(F)c(Cl)c1)S(C)(=O)=O
    1, 5, 8, -5, 101, 0.9, -5, 1, 12, 1
CC(C)NC(=O)c1onc(CSc2cccc(F)c2)c1C(=O)O
    1, 14, 7, -14, 94, 1.1, -1, 10, -8, 1.5
Cc1cccc(C)c1N1C(=O)C2ON(c3ccccc3)C(c3ccncc3)C2C1=O (stereo not drawn)
    1.1, 0, 0, 0, 103, 1, -6, 11, -3, 1
COc1cccc(CC(=O)N[C@@H](CCSC)c2nc3ccccc3[nH]2)c1
    1, 7, 11, -7, 96, 0.8, 0, -11, 18, 0.96
COc1ccc(OC)c(C(O)c2coc3ccc(O)c(CN(C)C)c23)c1 (stereo not drawn)
    1.1, -5, 7, 5, 92, 0.9, -6, 5, 6, 1
CC(=O)N1CCN(CC(=O)Nc2cc(S(=O)(=O)N3CCOCC3)ccc2C)CC1
    1, -4, 7, 4, 103, 1.1, -4, -3, -6, 0.95
O=C(C1CC1)N1CCN=C1SCc1ccccc1Cl
    1, 0, -5, 0, 94, 0.7, -2, -6, 29, 1
CCOc1cc2[nH]c(=O)n(Cc3ccc(C(=O)NCCCN4CCCC4=O)cc3)c(=O)c2cc1OCC
    1, -4, 0, 4, 92, 1, -3, 1, 4, 1.1
COc1ccccc1C(=O)NCC(c1cccnc1)N(C)C (stereo not drawn)
    1, 10, 8, -10, 106, 0.9, -2, 10, 10, 1.1
NS(=O)(=O)c1ccc(NC(=S)NC(=O)c2ccc3c(c2)OCO3)cc1
    1, 26, 0, -26, 110, 0.9, -2, -11, 10, 1.1
COc1ccc(-c2c(C)nn(Cc3ccccc3)c2N)cc1
    1, 2, 1, -2, 105, 0.9, -3, -1, 7, 1.1
Cc1cccc(NC(=O)N2CCC(n3nnc4cc(C)ccc43)CC2)c1
    1.1, 9, 19, -9, 111, 0.2, -5, -4, 79*, 0.94
CN(C)c1nc(C#N)nc(N2CCOCC2)n1
    1, 11, 5, -11, 103, 0.9, -4, -2, 9, 1.4
Cc1nc2ccccc2c(=O)n1NCc1cc(Br)cs1
    1, 14, 6, -14, 99, 0.9, -4, -4, 11, 0.84
CC(C)C(=O)N1CCN(c2ccc(NC(=O)c3ccc4c(c3)OCCO4)cc2Cl)CC1
    0.8, 4, 20, -4, 100, 0.8, 21, 1, 18, 0.51
COc1ccc(S(=O)(=O)N(Cc2nc3ccccc3c(=O)[nH]2)C2CCCC2)cc1
    1.1, 10, -1, -10, 99, 0.9, -5, 4, 8, 0.95
O=C(c1cccs1)N1CCN(S(=O)(=O)c2ccccc2)CC1
    1, 0, -2, 0, 100, 0.9, 0, -9, 8, 1.1
COc1ccc(-c2c(C)oc3c(CN4CCN(C)CC4)c(O)ccc3c2=O)cc1
    1, -37, 6, 37, 95, 0.9, -2, -4, 8, 1.1
COc1ccc(C)cc1S(=O)(=O)n1nc(C)cc1C
    1.1, -1, 11, 1, 104, 1, -5, -5, 4, 1.2
Cn1nc(C(F)(F)F)c2cc(C(=O)Nc3ccc(F)cc3F)sc21
    1, 14, 1, -14, 92, 1.1, 0, 0, -10, 0.93
COc1ccc(OC2OC3COC(c4ccco4)OC3C(O)C2NC(C)=O)cc1 (stereo not drawn)
    1, 18, 1, -18, 100, 1, -1, -7, -1, 1
COCCCNC(=O)c1cccs1
    1.1, -1, 2, 1, 95, 0.9, -10, -8, 10, 0.97
COc1ccc(NC(=O)NN2CCOCC2)cc1OC
    1.1, 0, 9, 0, 100, 1, -11, -13, 3, 1.2
COc1ccccc1N1CCN(C(=O)c2ccc(Br)s2)CC1
    1, 29, 3, -29, 102, 0.8, 0, -5, 21, 1.2
Cc1ccc(C(=O)COC(=O)CCC(=O)Nc2cc(Cl)ccc2Cl)cc1[N+](=O)[O-]
    1.1, 1, 4, 0, 98, 1.1, -6, -1, -7, 0.99
CCN1C(=S)SC(=O)C1=C1C=C(C)OC(C)=C1
    1, 44, -1, -44, 98, 0.8, -4, 4, 21, 1.4
COc1ccc(C/C(N)=N/OC(=O)COc2ccccc2C)cc1
    1, 12, 8, -12, 103, 0.8, -3, -22, 17, 0.96
Cc1nnc2ccc(-c3ccc(NC(=O)c4ccc(Cl)nc4)cc3)nn12
    1.1, -7, -6, 7, 94, 0.9, -8, 15, 11, 1.1
COc1cccc(NC(=O)Nc2ccc3c(c2)nc(C)n3C)c1
    0.1, 112, 4, -112, 92, 1.1, 92*, -7, -7, 5.7*
O=C1CCCCCN1CSc1nc2ccccc2s1
    1, -13, 8, 13, 101, 1, -3, 0, 2, 1.1
O=P(OC1CCCCC1)(OC1CCCCC1)C(O)c1ccc(Cl)cc1Cl (stereo not drawn)
    1.1, -17, 2, 17, 99, 0.9, -5, -2, 13, 1.1

Structures listed so far with bromine:
Each structure is followed by: FLuc stim CS, APP 5'UTR act, G6PDH CS, APP 5UTR inh, STAT1 act, Diaph act CS, FLuc inh counter, TLR4 MyD88 comp, Diaph inh CS, NF-kB expr up
O=C(/C=C\Nc1ccccc1Br)c1ccc2c(c1)OCO2
    0, 148*, 7, -148, 24, 1, 97*, -4, -4, 6*
Cc1nc2ccccc2c(=O)n1NCc1cc(Br)cs1
    1, 14, 6, -14, 99, 0.9, -4, -4, 11, 0.84
COc1ccccc1N1CCN(C(=O)c2ccc(Br)s2)CC1
    1, 29, 3, -29, 102, 0.8, 0, -5, 21, 1.2

Remaining list, next part.
Each structure is followed by: FLuc stim CS, APP 5'UTR act, G6PDH CS, APP 5UTR inh, STAT1 act, Diaph act CS, FLuc inh counter, TLR4 MyD88 comp, Diaph inh CS, NF-kB expr up
O=C(Oc1ccccc1)c1ccccc1OS(=O)(=O)c1ccccc1
    1.1, 2, -6, -2, 102, 0.8, -6, -19, 23, 1
Cc1oc2c(CN3CCCC3)c(O)ccc2c(=O)c1-c1ccccc1
    1, 4, 27, -4, 100, 1, 0, 1, 1, 0.66
CC1(C)Cc2c(ccc3ccccc23)/C(=C/C#N)N1
    1.1, 1, 1, -1, 102, 0.8, -8, 9, 23, 0.77
CC(C)(CN=C1NS(=O)(=O)c2ccccc21)CNC(=O)CN1C(=O)c2ccccc2C1=O
    1, 2, 3, -2, 100, 1.1, 1, 12, -9, 1.2
COC(=O)/C=C/c1ccsc1NC(C)=O
    1, -9, 3, 9, 107, 1.1, -2, 7, -5, 1
CC(C)OC(=O)C1=C2SCC(=O)N2C(N)=C(C#N)C1
    1, 7, -2, -7, 93, 0.5, -4, -10, 48, 1.1
CC1(C)C(=O)OC(/C=C\c2ccccc2)C(C)(C)C1=O (stereo not drawn)
    1, 15, -9, -15, 100, 0.8, -1, 12, 22, 0.99
O=C1NN(c2ccc(F)cc2)C(=O)/C1=C\c1cnn(-c2ccccc2)c1
    1, 24, 14, -24, 107, 1.2, -1, -10, -17, 1
CCCc1cc(-c2ccc(O)c(OCC)c2)c(C#N)c(N)n1
    1.1, 15, -6, -15, 109, 0.9, -10, -7, 11, 1
O=C(CSc1nc2ccccc2[nH]1)NCCc1ccc(Cl)cc1
    1.1, -5, 8, 5, 91, 0.8, -6, 5, 15, 0.89
O=C(CN1C(=O)c2ccccc2S1(=O)=O)Nc1ccccc1C(=O)NCc1ccco1
    1.1, -2, 2, 2, 98, 0.9, -8, -15, 14, 1.4
Cc1cc(NC(=O)NC2(C(F)(F)F)Oc3ccc(Cl)cc3O2)no1 (stereo not drawn)
    1.1, -38, 26, 38, 98, 0.5, -6, 9, 50, 2.1
CCOc1ccc(NC(=O)Nc2cc(OCC(F)(F)F)cc(OCC(F)(F)F)c2)cc1
    1, 15, 6, -15, 96, 0.9, -3, -8, 8, 0.86
COc1ccc(NC(=O)CC2C(=O)N(c3cccc(C)c3)C(=O)N2C2CCCCC2)cc1 (stereo not drawn)
    1.1, 9, 5, -9, 101, 1, -7, -3, 0, 0.42

Pulled one by one from above, two records:
Each structure is followed by: FLuc stim CS, APP 5'UTR act, G6PDH CS, APP 5UTR inh, STAT1 act, Diaph act CS, FLuc inh counter, TLR4 MyD88 comp, Diaph inh CS, NF-kB expr up
Cc1cc(NC(=O)NC2(C(F)(F)F)Oc3ccc(Cl)cc3O2)no1 (stereo not drawn)
    1.1, -38, 26, 38, 98, 0.5, -6, 9, 50, 2.1
CC(C)(CN=C1NS(=O)(=O)c2ccccc21)CNC(=O)CN1C(=O)c2ccccc2C1=O
    1, 2, 3, -2, 100, 1.1, 1, 12, -9, 1.2
